High-throughput results as filed in PubChem BioAssay.
KOR beta-arrestin-1 – kappa opioid receptor activators – cell-based, luminescence, uHTS, primary screen (AID 1777); KOR beta-arrestin recruitment, luminescence; higher % means a stronger effect; activation, % at 10 µM, or EC50 in µM where a hit was titrated; hit rate 0.02% among 280,000; in the data active = activation above about 50%, passing the limit was not always enough; also: a part of the inactive calls stands beside numbers as strong as those of hits
Yfh1-off respiration – mitochondrial function rescue without frataxin homolog – Friedreich's ataxia, plus single-dose screen, dose response (AID 1465). fold induction at 50 µM, or EC50 in µM where a hit was titrated. hit rate 0.074% among 220,000. S. cerevisiae Yfh1-off respiration, WST-1 reduction, 72 h; higher fold induction means a stronger effect;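 active = fold induction of absorbance versus untreated yeast above a set limit, then at least 30% activation at any dose in follow-up; inconclusive = repeats straddling the limit, or above it without dose testing; inactive = fold induction below the set limit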;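 also: activators that raise dye reduction in frataxin-depleted yeast; strong numbers were not always called active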
AID2073 – disruptors of CaV2.2 binding to Mint1 – biochemical, HTRF (AID 2073); hit rate 0.19% among 290,000; one-dose inhibition, % at 20 µM; IC50 in µM for titrated hits; HTRF protein-protein interaction, Mint1-CaV2.2; higher % means a stronger effect; in the data active = inhibition mostly above about 51%, no sharp cut-off; inconclusive = no clear call, values can overlap the other calls; inactive = mostly below about 53%; also: some results filed as inactive read as strong as hits
HIV fusion peptide – cell-free HIV fusion peptide-binding blockers – biochemical, uHTS, fluorescence dequenching, primary screen (AID 1986). hit rate 0.3% among 290,000. inhibition, % at 20 µM, or IC50 in µM where a hit was titrated. cell-free peptide binding, fluorescence dequenching, 30 min; higher % means a stronger effect; in the data active = inhibition mostly above about 52%, no sharp cut-off; inactive = mostly below about 76%; also: some results filed as inactive read as strong as hits
NS5 inhibitors – flavivirus cap methylation enzyme inhibition – biochemical, confirmation dose response, primary screen (AID 588689); hit rate 0.3% among 340,000; Dengue-2 NS5 methyltransferase capping enzyme assay, biochemical; higher % means a stronger effect; one-dose inhibition, % at 25 µM; IC50 in µM for titrated hits; in the data active = a potency from the dose series; inconclusive = inhibition above about 29% without an active follow-up result
KOR beta-arrestin-2 – kappa opioid receptor blockers – cell-based, luminescence, uHTS (AID 1778) | hit rate 0.091% among 290,000 | KOR beta-arrestin recruitment, luminescence, antagonist mode; higher % means a stronger effect | one-dose inhibition, % at 10 µM; IC50 in µM for titrated hits; also: strong numbers were not always called active
NOD1 NF-kB reporter – inhibition of NOD1-driven NF-kB reporter – cell-based, luminescence, uHTS, primary screen (AID 1578) | hit rate 1% among 290,000 | one-dose inhibition, % at 4 µM; EC50 in µM for titrated hits | NOD1-driven NF-kB luciferase reporter cells, luminescence; higher % means a stronger effect; in the data active = inhibition mostly above about 36%, no sharp cut-off; inactive = mostly below about 34%;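 also: HEK-293T reporter cells stimulated with the NOD1 agonist gamma-tri-DAP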
NOD2 inhibition – inhibition of NOD2-driven NF-kB reporter – cell-based, luminescence, uHTS, HEK293 (AID 1566) | HEK293 NOD2/NF-kB luciferase reporter, luminescence; higher % means a stronger effect | hit rate 0.63% among 290,000 | one-dose inhibition, % at 4 µM; EC50 in µM for titrated hits; also: many of its hits are not listed in these tables
West Nile antiviral – inhibition of WNV-induced cytopathic effect – cell-based, CPE readout (AID 1621). West Nile virus-infected cells, CPE inhibition; higher % means a stronger effect. CPE inhibition, % at 10 µM, or IC50 in µM where a hit was titrated. hit rate 0.02% among 290,000; in the data active = a potency from the dose series; inconclusive = CPE inhibition mostly from about 3.7% at the one dose, without a potency; inactive = the rest, 99 in 100 with CPE inhibition below about 2.2%; also: strong numbers were not always called active
NS5 inhibitors pilot replicate – also measured in NS5 inhibitors; calls as there; inhibition, %; measured here: pilot screen replicate inhibition
Active calls of the source: *; i = inactive; ? = inconclusive; · = no result given; [ ] = another dose, or the depositor's remark. Rule as the data show it, unless noted: active = inhibition above about 50%; inactive = the rest. These rows are one share of the data, so the mix of outcomes need not match the whole.

SMILES	KOR beta-arrestin-1	Yfh1-off respiration	AID2073	HIV fusion peptide	NS5 inhibitors	KOR beta-arrestin-2	NOD1 NF-kB reporter	NOD2 inhibition	West Nile antiviral	others
COc1ccc(/C=C2/C(=O)N(c3nc4ccccc4s3)N=C2CSc2ccc(Cl)cc2)cc1	3.7%	?	2%	0.8%	17%	-14%	-4%	12%	-0.4%
COC(=O)C1=C(CS(=O)(=O)c2ccccc2)NC(=O)NC1c1ccc(OC)c(OC)c1 (configuration not stated)	-6.9%	·	-2%	-1.0%	-9%	-42%	-29%	-2%	0.0%
Cc1cccn2c(=O)c3cc(S(=O)(=O)c4ccccc4)c(=N)n(CC4CCCO4)c3nc12 (configuration not stated)	-2.3%	i	19%	-1.0%	·	4%	2%	23%	1.4%
CC1(C)CN(c2ccsc2C(=O)O)C1=O	1.7%	i	-7%	-0.7%	·	-38%[20 µM]	-19%	8%	0.0%
COCc1ccc(CN2CCCC(CO)(Cc3cccc(Cl)c3)C2)o1 (configuration not stated)	·	i	9%	-1.4%	4%	0%[20 µM]	-15%	-8%	-0.2%
CCn1c(=O)cc(OCC(=O)NC2CCCCC2)c2ccccc21	-1.3%	i	-7%	-1.4%	-8%	4%	-25%	8%	1.4%	NS5 inhibitors pilot replicate=-4.4
COc1ccc(NC(=O)C2=CC(c3ccco3)=NS(=O)(=O)N2C)cc1OC	-6.2%	·	-4%	-1.5%	-6%	12%[20 µM]	-22%	10%	-0.6%
N#Cc1cc(-c2ccccc2)nnc1Oc1ccccc1	-3.0%	i	3%	-1.9%	-5%	6%	22%	12%	-0.3%
Cc1cc(NC(=O)CSc2nc(-c3ccco3)cc(C(F)(F)F)n2)n(-c2ccccc2)n1	-0.9%	i	2%	4.5%	1%	-26%	-12%	20%	0.3%
O=C(CSc1nc2ccccc2[nH]1)Nc1ccc(F)c(F)c1	-2.2%	i	4%	2.5%	-3%	35%	-30%	-2%	-0.7%
Cc1cc2ncn(S(=O)(=O)N3CCCCC3)c2cc1C	-2.1%	i	1%	-1.8%	-5%	4%	-19%	-11%	1.2%
Cc1ccc(C)c(NS(=O)(=O)c2ccc3[nH]c(=O)oc3c2)c1	-0.9%	i	14%	11%	-5%	-28%[20 µM]	10%	0%	0.1%
CC(=O)NC(CC(=O)Nc1ccc(S(=O)(=O)N2CCCC2)cc1)c1ccccc1 (configuration not stated)	-3.6%	i	1%	0.2%	-2%	22%	-4%	-3%	0.5%
CC(C)CNC1=C(C(=S)Nc2ccccc2)C(=O)CC(C)(C)C1	0.3%	i	-5%	-2.5%	0%	4%	-9%	4%	-1.2%
CCNCc1cc(OCC)c(OCC(=O)NCCc2ccccc2)cc1Cl	7.5%	i	-7%	-1.0%	-3%	-5%	8%	6%	-0.3%
C/C(=N\OC(=O)c1ccccc1)c1cc(-c2ccc(Cl)cc2)no1	1.1%	i	46%	-1.9%	1%	-28%	-34%	-98%	-0.4%
Cc1ccc(NC(=O)NCCSc2ccc(C)cc2)cc1	4.4%	i	-7%	-1.7%	-5%	-112%	26%	16%	-1.0%
CCn1c(C)nc2cc(C(=O)N=Nc3c(O)[nH]c4ccccc34)ccc21	3.5%	i	5%	1.7%	·	-11%	-40%	-35%	-0.2%
O=C(C1CCN(S(=O)(=O)c2ccccc2[N+](=O)[O-])CC1)N1CCOCC1	-2.3%	i	-2%	-0.9%	-2%	1%[20 µM]	-15%	8%	0.1%
O=C(c1cc(COc2ccccc2)on1)N1CCCC(OCc2cccnc2)C1 (configuration not stated)	-4.1%	·	12%	-1.1%	-8%	26%	-34%	-6%	-1.6%
CC1(NC(=S)NCCCCCCNC(=S)NC2(C)CCS(=O)(=O)C2)CCS(=O)(=O)C1 (configuration not stated)	0.6%	i	35%	2.7%	0%	8%	-12%	-8%	0.8%
Cc1ccc(OCCOC(=O)Cn2nc(C)c([N+](=O)[O-])c2C)cc1	1.8%	i	-5%	-1.1%	-6%	-31%	-2%	1%	·
CSc1nsc(SC)c1C(=O)Nc1ccc(C(C)(C)C)cc1	2.7%	i	4%	0.7%	4%	11%	3%	24%	-0.8%
CCC(C)Nc1nnnc2c1sc1nc3c(cc12)COC(C)(C)C3 (configuration not stated)	9.0%	i	9%	0.4%	3%	-39%	21%	7%	1.1%
CCc1nnc(NC(=O)CCNC(=O)c2ccccc2Cl)s1	1.6%	i	0%	0.8%	-6%	-29%	-29%	5%	1.6%
CN1C(=O)CSC1=Nc1cccc(C(=O)O)c1	3.4%	·	-7%	-0.9%	-6%	15%	-10%	-12%	0.4%
Cc1cccc(OCC(=O)NCC(=O)N/N=C/c2cc(Br)ccc2OCc2ccccc2)c1	-3.7%	i	1%	2.8%	·	-8%	-11%	-12%	-1.5%
Cc1cnc(NC(=O)CSc2nnc(-c3cccs3)n2C)s1	-1.5%	i	-7%	-0.2%	-3%	16%	-1%	8%	0.0%
Cc1ccc(-c2nc(N)sc2-c2ccc(C)cc2)cc1	-4.9%	i	-7%	0.1%	-2%	9%	-1%	14%	-0.1%
CC(=O)c1cccc(NC(=O)C(C)OC(=O)C2CCC2)c1 (configuration not stated)	2.9%	·	7%	0.0%	1%	-17%	-3%	6%	-0.3%

Retrieved one by one from the entries so far:
SMILES	KOR beta-arrestin-1	Yfh1-off respiration	AID2073	HIV fusion peptide	NS5 inhibitors	KOR beta-arrestin-2	NOD1 NF-kB reporter	NOD2 inhibition	West Nile antiviral	others
CC1(NC(=S)NCCCCCCNC(=S)NC2(C)CCS(=O)(=O)C2)CCS(=O)(=O)C1 (configuration not stated)	0.6%	i	35%	2.7%	0%	8%	-12%	-8%	0.8%
O=C(C1CCN(S(=O)(=O)c2ccccc2[N+](=O)[O-])CC1)N1CCOCC1	-2.3%	i	-2%	-0.9%	-2%	1%[20 µM]	-15%	8%	0.1%
CC(=O)c1cccc(NC(=O)C(C)OC(=O)C2CCC2)c1 (configuration not stated)	2.9%	·	7%	0.0%	1%	-17%	-3%	6%	-0.3%

Next part:
SMILES	KOR beta-arrestin-1	Yfh1-off respiration	AID2073	HIV fusion peptide	NS5 inhibitors	KOR beta-arrestin-2	NOD1 NF-kB reporter	NOD2 inhibition	West Nile antiviral	others
O=C1c2ccc([N+](=O)[O-])cc2S(=O)(=O)N1Cc1ccccc1	1.9%	·	-9%	-1.4%	-14%	12%	-8%	-1%	-0.3%
CCOC(=O)Cn1nc(C)c(NC(=O)CCc2ccccc2)c1C	1.3%	i	-11%	0.5%	-3%	-12%	-38%	-7%	0.1%
C/C(=N/NC(=O)CNC(=O)c1cccnc1)c1ccc(Cl)c(Cl)c1	1.3%	·	6%	-1.2%	-8%	29%	-5%	7%	-0.6%
COc1cc(CNc2nc3ccccc3[nH]2)cc(OC)c1OC	4.3%	i	7%	3.5%	2%	26%	-7%	13%	-0.5%
CCN(CC)c1ccc(C=Nc2cc(C)ccc2C)c(O)c1	-1.3%	i	1%	8.1%	0%	27%	-34%	-27%	-0.6%
COc1cc(/C=C/c2[nH]c(=O)[nH]c(=O)c2[N+](=O)[O-])cc(OC)c1O	-3.3%	·	-14%	-0.7%	5%	14%	-25%	8%	0.5%
CCc1ccc(C(=O)N2CCCN(C)CC2)s1	1.3%	·	2%	0.5%	-7%	-38%	-4%	8%	0.1%
COC(=O)C1(O)CC(CC(C)C)=NN1C(=O)c1ccccc1 (configuration not stated)	1.9%	i	3%	4.6%	-5%	4%	12%	14%	0.3%
CCOc1ccc(C(CCc2ccccc2)NC(=O)c2ccccc2OC)cc1OCC (configuration not stated)	-2.2%	i	-1%	0.6%	-9%	-5%	18%	-1%	-0.8%
COc1cc2c(cc1OC)C(c1ccc(Br)cc1)N(C(=O)c1ccccc1C(=O)O)CC2 (configuration not stated)	-4.1%	·	-1%	4.2%	6%	-8%	-22%	8%	-0.5%
O=C(Nc1ccnc(-c2ccncc2)n1)c1cccs1	-0.7%	i	-5%	0.2%	-5%	22%	-22%	-9%	-0.6%
COc1ccc(N2C(=O)/C(=C3/C=CC=CN3C)SC2=S)cc1	3.2%	i	-14%	0.5%	1%	14%	-42%	1%	-0.3%
CS(=O)(=O)N1CCN(C(=O)c2cccnc2)CC1	-1.2%	i	6%	-2.6%	-1%	6%	4%	10%	-0.3%
NC(=O)C1(N2CCCCC2)CCN(C(=S)NCCc2ccccc2)CC1	0.4%	i	-16%	-0.9%	-4%	-5%	-27%	1%	-0.4%
COc1cc(CNCCO)ccc1OCCc1ccccc1	-1.4%	·	-3%	-1.0%	-10%	-1%	-19%	-10%	-0.1%	NS5 inhibitors pilot replicate=-5.5
CCCCC(=O)N/N=C/c1ccc(-c2ccc([N+](=O)[O-])cc2)o1	3.8%	i	-3%	0.7%	-2%	-9%	-13%	9%	0.4%
O=C(COC(=O)C12CC3CC(CC(C3)C1)C2)Nc1ccc2[nH]c(=O)[nH]c2c1	2.4%	·	8%	-1.9%	-9%	6%	-19%	-15%	0.6%
CN(CCOc1ccccc1)CC(=O)Nc1ccc(Cl)cc1[N+](=O)[O-]	-0.2%	i	-7%	-1.0%	1%	-41%	-41%	-10%	-0.1%
NC(=O)CSCc1c(Cl)cccc1Cl	-1.8%	i	-4%	-2.3%	-3%	2%	-10%	17%	-0.1%
COc1ccccc1C1C(C(=O)c2sc(C)nc2C)=C(O)C(=O)N1CCN1CCOCC1 (configuration not stated)	5.0%	i	-6%	-2.4%	-5%	2%	-4%	14%	0.5%
O=S(=O)(NCc1ccc2c(c1)OCO2)c1cnc[nH]1	4.8%	i	-6%	1.2%	-4%	12%	-5%	-1%	0.2%
Cc1ccc(NC(=O)c2cccc(S(=O)(=O)N3CCN(C)CC3)c2)cc1F	1.7%	·	-9%	1.1%	-1%	-8%	19%	24%	-0.8%
CCCc1[nH]n(-c2ccc([N+](=O)[O-])cc2)c(=O)c1C=NCCN1CCNCC1	-1.7%	i	-1%	-0.7%	·	-10%[20 µM]	-63%	-23%	0.6%
CCC(C)NC(=O)C1c2ccccc2C(=O)N(c2ccc(OC)cc2)C1c1ccc(OC)cc1 (configuration not stated)	-8.3%	i	5%	0.1%	4%	-24%	-47%	10%	0.1%
COCCNC(=O)CN(c1ccccc1OC)S(C)(=O)=O	2.8%	i	3%	-2.9%	-2%	14%	-12%	-4%	0.6%
N#C/C(=C\c1ccc(N2CCOCC2)cc1)c1ccccc1	1.2%	i	14%	-1.6%	-4%	-32%	-33%	13%	-1.0%
O=c1c2c(-c3cccs3)csc2ncn1-n1cccc1	1.5%	i	5%	-0.3%	-1%	-43%	21%	8%	-0.1%
O=C(CSC1=NCCS1)c1ccc(Cl)cc1	8.5%	i	-12%	0.7%	-4%	17%	-26%	-8%	-1.6%
OC(CN1CCN(c2ccccc2Cl)CC1)c1ccccc1 (configuration not stated)	-4.2%	·	0%	0.3%	2%	12%	-40%	-24%	0.3%
Cc1ccc(C(C)C)c(OCC(=O)Nn2c(=O)[nH]c3ccccc3c2=O)c1	3.0%	i	-1%	2.4%	1%	·	-10%	6%	-0.2%
O=C(O)c1cc(NC(=O)c2ccccc2[N+](=O)[O-])ccc1O	-0.3%	i	8%	1.9%	5%	-34%	-44%	3%	0.0%
COc1nc(C)c2cc(C)oc2n1	5.5%	i	-6%	-1.4%	5%	18%	-27%	20%	-0.3%
